# MEP2-GFP yeast = modulators of TOR pathway MEP2-GFP in S. cerevisiae | S. cerevisiae MEP2-GFP strain, flow cytometry GFP, 3 h; 100% = DMSO control level | GFP response vs DMSO, % at 10 µM | 330,000 tested, 0.51% active | AID 2016;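 active = GFP response versus DMSO above a set limit, roughly screen mean plus 3 SD, cut at about 180% in these data; inconclusive = fewer than 70 cells counted for a yeast strain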;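 note: median GFP fluorescence of the barcode-gated MEP2-GFP cells per well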
# AGP1 TOR yeast = modulators of TOR pathway AGP1-GFP in S. cerevisiae; GFP response vs DMSO, % at 10 µM; 320,000 tested, 0.02% active; S. cerevisiae AGP1-GFP multiplex flow cytometry, 3 h; GFP as percent of DMSO wells;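 active = GFP response relative to DMSO above a set limit, near screen average plus 3 SD, cut at about 150% in these data; inconclusive = fewer than 70 cells counted for the yeast strain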;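 note: median GFP channel fluorescence of the gated AGP1 strain per well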
# LAP4 TOR yeast = modulators of TOR pathway LAP4-GFP in S. cerevisiae. S. cerevisiae LAP4-GFP multiplex, flow cytometry GFP, 3 h; median GFP as percent of DMSO wells. GFP response vs DMSO, % at 10 µM. 320,000 tested, 0.34% active. AID 2023;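 active = GFP response vs DMSO above a set limit, about the screen mean plus 3 SD, cut at about 150% in these data; inconclusive = under 70 cell events counted for the yeast strain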
# Yeast superoxide = lowers age-related superoxide in aged yeast cells; S. cerevisiae aged cells, superoxide DHE fluorescence; hits give low values; 330,000 tested, 0.18% active; superoxide response (% of plate mean), % at 10 µM;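 active = superoxide response under a set limit, about three screen SD below normal, cut at about 65% in these data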;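 note: yeast aged for seven days with compound at 30 °C before DHE staining; 100% = average MFI of all compound-treated wells on the plate with controls excluded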
# RPL19A-GFP yeast = alters RPL19A-GFP fluorescence in TOR pathway yeast screen; 330,000 tested, 0.3% active; S. cerevisiae RPL19A-GFP strain, flow cytometry, 3 h; hits give low values; AID 2025; percent response vs DMSO, % at 10 µM;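 active = percent response vs DMSO below 50%; inconclusive = fewer than 70 events counted for the yeast strain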;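 note: median channel GFP fluorescence of the barcoded RPL19A-GFP strain; ratio of sample median GFP to plate DMSO average so 100% = DMSO; lower means less RPL19A-GFP as with rapamycin TOR inhibition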
# CIT2 TOR yeast = modulators of TOR pathway CIT2-GFP in S. cerevisiae; GFP response vs DMSO, % at 10 µM; S. cerevisiae CIT2-GFP strain, flow cytometry, 3 h; 100 means same as DMSO wells; 320,000 tested, 0.065% active; AID 2029;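 active = GFP response relative to DMSO above a set limit, near the screen mean plus 3 SD, cut at about 150% in these data; inconclusive = Fewer than 70 cells measured for a yeast strain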;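 note: ratio of well median GFP fluorescence to mean of DMSO wells on the plate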
# AHR activator = activators of human aryl hydrocarbon receptor. P35869. AHR-responsive luciferase reporter cells, luminescence. activation, % at 5 µM. 320,000 tested, 2.5% active. AID 2796; in the data active = activation above about 47%;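 note: 0% = vehicle wells and 100% = reference agonist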
# Target sequence (P35869 whole entry, looked up): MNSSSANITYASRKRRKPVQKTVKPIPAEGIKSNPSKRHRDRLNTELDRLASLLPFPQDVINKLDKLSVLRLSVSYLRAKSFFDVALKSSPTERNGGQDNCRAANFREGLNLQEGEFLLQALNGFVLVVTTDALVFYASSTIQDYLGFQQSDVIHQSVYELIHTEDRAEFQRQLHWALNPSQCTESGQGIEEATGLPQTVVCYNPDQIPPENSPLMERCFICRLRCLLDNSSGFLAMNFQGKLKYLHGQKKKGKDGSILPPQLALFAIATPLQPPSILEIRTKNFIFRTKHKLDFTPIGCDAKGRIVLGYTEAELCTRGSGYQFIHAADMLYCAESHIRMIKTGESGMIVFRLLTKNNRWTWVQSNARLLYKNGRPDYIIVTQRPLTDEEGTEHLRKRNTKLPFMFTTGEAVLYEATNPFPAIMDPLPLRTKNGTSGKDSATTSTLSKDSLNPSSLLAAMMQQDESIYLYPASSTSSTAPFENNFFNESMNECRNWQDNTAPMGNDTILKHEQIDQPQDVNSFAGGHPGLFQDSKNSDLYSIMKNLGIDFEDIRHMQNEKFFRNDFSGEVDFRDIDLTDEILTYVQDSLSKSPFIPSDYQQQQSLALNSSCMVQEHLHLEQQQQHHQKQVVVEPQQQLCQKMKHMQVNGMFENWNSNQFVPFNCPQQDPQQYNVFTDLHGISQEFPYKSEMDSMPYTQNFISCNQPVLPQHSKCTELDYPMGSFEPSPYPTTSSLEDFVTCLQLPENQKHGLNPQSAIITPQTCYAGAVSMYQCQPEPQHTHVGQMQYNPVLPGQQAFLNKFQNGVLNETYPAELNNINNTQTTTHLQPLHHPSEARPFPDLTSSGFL
# Efflux pump inh = blocks antifungal efflux pumps in multiplex yeast assay; S. cerevisiae Candida pump triplex, Nile Red efflux; 330,000 tested, 0.44% active; inhibition, % at 10 µM;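 active = plate passing quality check with inhibition over a set limit, or well fluorescence over plate mean plus 4 SD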;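 note: Nile Red retained in pooled yeast measured as flow cytometry median fluorescence; 0% = buffer negative control and 100% = Enniatin B positive control; higher means more Nile Red kept so more efflux inhibition; some compounds called inactive have numbers as strong as hits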
# * hit, by the source's call; ? = inconclusive; / = no result given; [ ] = remark or other dose.
# Values run as follows: RPL19A-GFP yeast	Yeast superoxide	AHR activator	Efflux pump inh	MEP2-GFP yeast	LAP4 TOR yeast	CIT2 TOR yeast	AGP1 TOR yeast
> O=C(COC(=O)C1COc2ccccc2O1)Nc1cccc(Cl)c1 (stereo not drawn)
    100	88	3	0.2	99	102	92	101
> CCN(CC)c1ccc(/C=N/N2CCN(Cc3ccc(C)cc3)CC2)c(O)c1
    99	86	1	0.0	106	105	106	108
> O=C1Cc2ccccc2C(c2ccc(Br)cc2)N1 (stereo not drawn)
    105	95	0	0.1	92	87	65	72
> CCN1C(=NCCc2ccccn2)N[C@@H](c2cccc(C(F)(F)F)c2)C(C(=O)OC)=C1C
    102	96	-2	0.0	93	74	72	74
> CCCN1CCC(=NNc2ccc(C(=O)O)cc2)CC1
    98	96	-8	0.0	100	105	96	99
> Cc1ccc(C(=O)COC(=O)c2cc(=O)[nH]c3ccccc23)cc1C
    98	87	1	0.0	96	102	102	100
> COc1ccc(OC)c2sc(NC(=O)c3ccc(Cl)s3)nc12
    98	146	30	0.1	97	97	96	96
> COc1ccc(S(=O)(=O)CC(O)CN2CCCC2=O)cc1 (stereo not drawn)
    104	98	2	-0.1	123	98	107	114
> Cc1cc(NC(=O)C2CCCC2)n(-c2nc3ccccc3[nH]2)n1
    99	94	4	-0.2	108	109	99	102
> CC(Oc1ccc2c(c1)oc(=O)c1ccccc12)C(=O)NCCCN1CCOCC1 (stereo not drawn)
    104	104	0	-0.1	100	110	106	110
> Nc1nc(N2CCN(C(=O)c3ccco3)CC2)nc2ccccc12
    99	114	29	0.3	95	97	96	99
> CN(CC(=O)Nc1cccc(F)c1)C(=O)c1cccc(S(=O)(=O)N2CCN(c3ccccc3)CC2)c1
    92	99	-2	0.1	85	86	86	81
> Cc1cc(OC(C)C(=O)Nc2ccc(S(=O)(=O)Nc3onc(C)c3C)cc2)cc(C)c1Cl (stereo not drawn)
    106	97	0	0.0	99	85	98	96
> COc1ccc(NC(=O)CN2C(=O)COc3ccc(C)cc32)c(OC)c1
    101	94	5	-0.2	104	88	102	98
> COC(=O)Cn1c(=O)c(C)nc2ccccc21
    97	93	0	-0.1	105	103	100	104
> CCCc1c(C)nc2ccc(OC)cc2c1SCCC(=O)O
    99	87	-2	0.5	107	92	96	90
> Cc1ccc(C)c(N(C(=O)CS(=O)CC(=O)Nc2ccc3c(c2)OCO3)C(C)C(=O)NC2CCCC2)c1 (stereo not drawn)
    100	83	2	0.3	103	102	107	103
> COc1ccc(Oc2c(C)oc3cc(OC(=O)N4CCOCC4)ccc3c2=O)cc1
    106	95	-5	0.1	112	114	105	108
> CCOc1ccc(CSCCNC(=S)Nc2ccc(OC)cc2)cc1
    31*[may fluoresce violet]	76	3	0.1	193*[may fluoresce violet]	98[may fluoresce violet]	?	?
> C/C(=N\O)C1(C)N(O)C(C)(C)C(c2ccc(Br)cc2)=[N+]1[O-] (stereo not drawn)
    104	107	0	0.0	106	99	100	100
> COC(=O)C1=C(O)/C(=C\c2ccc(OCC(=O)Nc3ccccc3OC)cc2)N=C1C
    103	95	1	-0.5	105	97	107	97
> CSc1ccccc1NC(=S)NC1CCCCC1
    99	90	0	0.0	94	110	93	99
> COc1ccc(OCC(=O)Nc2cc(C)c(Cl)cc2OC)c([N+](=O)[O-])c1
    101	107	4	0.0	95	84	94	92
> Cc1ccccc1C(=O)N1CCC(C(=O)N2CCCc3ccccc32)CC1
    96	105	18	0.2	95	94	93	97
> C[n+]1ccccc1N1CCN(c2ccccc2Cl)CC1
    ?	89	0	-0.3	104[may fluoresce red]	99[may fluoresce red]	100[may fluoresce red]	96[may fluoresce red]
> O=C(CNC(=O)c1sc2ccccc2c1Cl)NCc1cccc(C(F)(F)F)c1
    98	95	3	0.1	101	104	105	110
> O=C(NCc1cccnc1)c1cccn2c(=O)c3sccc3nc12
    94	111	21	0.0	94	93	92	93
> O=C(COc1coc(CN2CCCc3ccccc32)cc1=O)Nc1cccc([N+](=O)[O-])c1
    96	108	-5	0.1	99	104	106	108
> COc1ccc(/C=C/C(=O)N(C)c2ccccc2C(=O)O)cc1
    100	94	1	-0.1	104	100	104	106
> COc1ccccc1C(=O)Nc1ccc2[nH]ncc2c1
    99	103	/	0.0	108	98	100	98
> COc1ccc(CCNC(=O)CCCN2C(=O)c3ccccc3C2=O)cc1
    93	93	4	0.0	106	109	100	107
> O=C(c1ccc(Cl)cc1)c1ccccc1C(=O)N1CCOCC1
    99	95	1	0.1	102	99	100	107
> CC(=O)c1ccc(NC(=O)c2ccc3c(=O)n4c(nc3c2)CCCCC4)cc1
    96	122	0	0.6	100	95	93	99
> N=c1ccn(Cc2ccc(Cl)cc2Cl)cc1
    100	96	-11	-0.1	107	106	105	111
> CC(=O)c1cccc(S(=O)(=O)N2CCn3cccc3C2C)c1 (stereo not drawn)
    101	101	9	0.0	103	102	97	106
> COc1ccc2oc(=O)c(C(=O)NCc3ccc4c(c3)OCO4)cc2c1
    97	107	0	-0.1	105	102	98	100
> COc1ccc(OC)c(NC(=O)CCN2CCCCC2)c1
    101	96	-5	-0.2	105	112	111	110
> CN(C)c1ccc(NC(=O)CSc2nnc(-c3cnccn3)n2C)cc1
    101	94	51*	0.1	90	89	96	98
> O=C(CNC(=O)c1ccc2ccccc2c1)Nc1ncccc1O
    99	97	11	0.0	98	100	102	99
> CC(C)(C)c1cc(OS(C)(=O)=O)ccc1O
    96	91	-1	0.2	93	97	90	102
> COc1ccc(CCN(Cc2cc3cc(C)ccc3[nH]c2=O)C(C)=O)cc1OC
    99	115	10	-0.1	98	105	103	102
> COc1ccc(CNC(=O)C(=O)NCC2OCCN2C(=O)c2ccc(OC)cc2)cc1 (stereo not drawn)
    89	100	-3	0.1	97	107	96	107
> CCN(CC(=O)Nc1cccc(S(=O)(=O)N(C)c2ccccc2)c1)Cc1cccs1
    92	98	-2	0.0	95	94	97	94
> CC1(C)c2[nH]c3ccccc3c2C[C@H]2C(=O)N(N)CC(=O)N21
    99	115	1	0.1	108	92	94	93
> O=C(NCc1cccnc1)NC1CC(=O)N(c2ccc3c(c2)OCCO3)C1 (stereo not drawn)
    99	98	-1	-0.3	109	105	102	100
> O=S(=O)(c1ccccc1F)N1CCN(CC(O)c2ccccc2)CC1 (stereo not drawn)
    97	113	-1	-0.5	101	96	94	95
> C/C(=N\Nc1cc(N2CCOCC2)nc(C)n1)c1cccc([N+](=O)[O-])c1
    99	85	14	-0.1	106	100	100	100
> Cc1ccc(S(=O)(=O)N2CCCCC2)cc1NC(=O)CNc1ccc(C(F)(F)F)cc1
    97	120	0	0.1	99	103	97	102
> CCOC(=O)c1cc2cc(C)ccc2[nH]1
    96	105	4	0.1	100	99	87	90
> O=C(O)c1ccc2c(c1)C(=O)N(c1cccc3ccccc13)C2=O
    100	110	9	0.1	95	100	95	97
> O=C1C2=C(C(c3ccccc3)=NCCN2)C(c2cccc([N+](=O)[O-])c2)N1c1ccccc1 (stereo not drawn)
    98	107	6	0.1	111	104	95	103
> COc1c2ccoc2c(OC)c2oc(=O)ccc12
    101	98	4	0.0	112	108	103	103
> CCOC(=O)c1csc(NC(=O)CSc2nnnn2CC)n1
    103	96	20	0.0	109	98	105	106
> Cc1ccc([N+](=O)[O-])cc1N=C(c1cccc(Br)c1)N1CCOCC1
    101	97	14	-0.1	100	104	100	100
> COc1ccc(NC(=O)Cn2nc([N+](=O)[O-])c(Cl)c2C)cc1OC
    97	115	1	-0.1	105	111	103	107
> COc1cc(/C=C/C(=O)Nc2nnc(C(C)(C)C)s2)cc(OC)c1OC
    103	96	13	0.5	100	88	94	92
> O=C(N/N=C/c1cccc(OCC(=O)N2CCCC2)c1)C(=O)Nc1ccccc1F
    100	93	9	5.0	108	81	95	87
> CC1(C)CC(=O)c2cn3c(nc2C1)nc1ccccc13
    100	85	13	0.2	101	104	110	107
> CCC1(CC)Cc2ccccc2C(=O)N1
    96	95	-3	-0.1	96	104	100	106
> CCCCSc1nc(N)c(C#N)c(-c2cccs2)c1C#N
    94	138	12	-0.1	93	103	101	93

# (continued)
# Values run as follows: RPL19A-GFP yeast	Yeast superoxide	AHR activator	Efflux pump inh	MEP2-GFP yeast	LAP4 TOR yeast	CIT2 TOR yeast	AGP1 TOR yeast
> Cc1ccc2cc(CN(C(=O)c3cccnc3)C(C)C)c(=O)[nH]c2c1
    96	94	10	-0.1	96	92	95	104
> CC1(NC(=O)CCS(=O)(=O)c2ccc(Cl)cc2)CCS(=O)(=O)C1 (stereo not drawn)
    97	105	0	0.2	97	101	99	97
> CN(C(=O)c1cnccn1)c1nnc(-c2cnccn2)s1
    91	89	1	-0.1	93	98	96	94
> CCC(=O)NC(c1ccc([N+](=O)[O-])cc1)c1c(O)ccc2ccccc12 (stereo not drawn)
    112	125	3	0.0	115	113	107	104
> C#CCOCCOCCOCCNc1nc(N2CCN(C(=O)CCCCCCCCCCNC(=O)[C@H]([C@@H](C)CC)n3cc(CCCCCN)nn3)CC2)nc(N2CCN(C(=O)CCCCCCCCCCNC(=O)[C@H](CCCCN)n3cc(CCCC(=O)O)nn3)CC2)n1
    92	98	-1	0.3	84	130	90	85
> O=C(Nc1ccccc1)NC1CCCCCCC1
    105	99	3	-0.2	105	107	101	106
> CC(C)CCOP(=O)(c1ccc(N(C)C)cc1)C(O)c1c(Cl)cccc1Cl (stereo not drawn)
    102	99	1	0.1	101	85	106	94
> CC(C)C[C@@H](CSc1ccc(Br)cc1)N1CCN(C)CCC1=O
    99	103	9	-0.2	102	94	100	101
> COc1ccccc1NC(=O)CCN1CCCCCC1
    96	127	1	0.1	98	85	93	92
> CCOc1cc(C(=O)Nc2ccc(NC(C)=O)cc2)ccc1OCC(=O)N1CCCCC1
    97[may fluoresce violet]	91	0	-0.2	105[may fluoresce violet]	94[may fluoresce violet]	?	36[may fluoresce violet]
> O=C1CCC(/C=C/c2ccccc2)=NN1Cc1ccc(F)cc1
    94	96	0	0.1	100	100	89	96
> O=C(NC(=S)NCc1cccnc1)c1ccccc1
    97	86	34	-0.2	91	97	96	101
> CC(=O)Nc1cccc(OCCCNS(=O)(=O)c2ccc(C#N)cc2)c1
    102	/	1	0.0	98	97	113	99
> CC1CN(Cc2cn(C)nc2-c2ccc(Oc3ccccc3)cc2)CCN1C (stereo not drawn)
    99	129	2	0.0	97	99	97	100
> O=S(=O)(c1ccc2nc(SCc3ccc(Cl)cc3)[nH]c2c1)N1CCOCC1
    103	96	10	0.4	102	96	102	101
> C=CCNC(=S)/N=c1/scc(C)n1C
    104	99	-3	0.0	106	100	101	94
> CCOC(=O)CCCNC(=O)CCNC(=O)c1ccc(OC)cc1
    102	122	0	0.2	107	95	104	105
> Cc1ccc(-c2nnn(CC(=O)N(c3cnc4ccccc4c3)C(C(=O)NC3CCCC3)c3ccncc3)n2)o1 (stereo not drawn)
    96	91	2	-0.1	98	99	108	106
> O=C(OCC(=O)N(C1CCCCC1)C1CCCCC1)c1cnccn1
    98	106	0	-0.1	105	101	89	100
> CSc1cccc(NC(=O)c2ccco2)c1
    95	114	1	0.0	105	103	104	90
> O=C(CSc1n[nH]c(=O)[nH]c1=O)Nc1c(Cl)cc(Cl)cc1Cl
    109	117	-2	0.0	115	120	104	117
> O=C(CN1CCN(Cc2ccccc2)CC1)NCCc1ccccc1
    100	100	3	0.0	92	102	95	99
> COc1ccccc1S(=O)(=O)Cc1ccc(C(=O)NCCN2CCCCCC2)o1
    100	97	47*	0.1	106	103	106	105

# Bioassay records (PubChem)
